# Assay outcomes: PubChem BioAssay, National Center for Advancing Translational Sciences (NCATS)
# D2 PAM: HTS Assay for Positive Allosteric Modulators of the Human D2 Dopamine Receptor: Primary Screen for Potentiators. D(2) dopamine receptor (Homo sapiens), P14416. HEK293 T-REx D2, calcium flux, EC20 dopamine potentiation. potentiation, % at 10 µM. actives 0.34% (n = 340,000);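 active = potentiation over 3 SD above the plate norm, cut at about 30% in these data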; note: 0% is about no effect
# Target sequence (P14416 whole entry, looked up): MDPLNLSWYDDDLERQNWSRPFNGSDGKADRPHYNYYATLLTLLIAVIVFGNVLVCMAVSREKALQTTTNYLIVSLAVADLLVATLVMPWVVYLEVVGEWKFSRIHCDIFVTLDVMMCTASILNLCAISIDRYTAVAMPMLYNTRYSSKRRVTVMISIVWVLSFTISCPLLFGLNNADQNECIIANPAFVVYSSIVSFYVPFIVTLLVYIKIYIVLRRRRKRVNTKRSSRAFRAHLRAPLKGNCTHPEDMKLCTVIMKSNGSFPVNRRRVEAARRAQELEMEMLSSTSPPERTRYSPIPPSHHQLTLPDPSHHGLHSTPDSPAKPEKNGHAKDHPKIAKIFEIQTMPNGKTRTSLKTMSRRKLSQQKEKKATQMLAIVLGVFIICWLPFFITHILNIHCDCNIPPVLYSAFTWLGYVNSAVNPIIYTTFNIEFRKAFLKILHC
#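 Using a no-wash calcium dye in inducible, force-coupled HEK293 Trex cells expressing D2, we tracked fluorescence each second for 180 s after compound, then for 180 s after EC20 dopamine to detect augmented signalling.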
# D2 agonist: HTS Assay for Allosteric Agonists of the Human D2 Dopamine Receptor: Primary Screen for Agonists. AID 485358, 2010. HEK293 T-REx D2 cells, calcium flux agonist mode. activation, % at 2 µM. actives 0.53% (n = 340,000);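 active = activation over 3 SD above normal in the single-dose calcium agonist read, cut at about 30% in these data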; note: 0% is about no effect
#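 Tetracycline-induced HEK293 T-REx cells with force-coupled D2 receptor, plated overnight at 30 C, loaded with no-wash calcium dye. After a 10 s baseline, compound was pin-added and calcium flux read kinetically for 180 s; calcium rises flagged agonists.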
# D1 agonist: Allosteric Agonists of the Human D1 Dopamine Receptor: qHTS; D(1A) dopamine receptor (Homo sapiens), P21728; HEK293 T-REx D1 cells, calcium flux, agonist mode; activation, % at 2 µM; actives 1% (n = 360,000); note: 0% is about no effect
#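 Tetracycline-induced HEK293 TREx D1 cells, force-coupled to calcium signalling, were dye-loaded with a no-wash calcium kit. Compound was pin-added after a 10 s baseline. Fluorescence was read kinetically at 1 cycle/s for 180 s, with calcium rises flagged as agonism.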
# D2 antag: HTS Assay for Allosteric Antagonists of the Human D2 Dopamine Receptor: Primary Screen for Antagonists; actives 2% (n = 340,000); AID 485344, 2010; HEK293 TREx D2 cells, calcium flux, dopamine EC80; D(2) dopamine receptor (Homo sapiens), P14416; inhibition, % at 10 µM; in the data active = inhibition above about 30%; note: 0% is about no effect
#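 Calcium flux kinetic readout in an inducible HEK293 TREx D2 line plated overnight at 30 C. After 180 s compound exposure, an EC80 dopamine challenge follows with another 180 s kinetic read to detect antagonism.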
# RXFP1 antagonist: qHTS Assay for Antagonists of the Relaxin Receptor RXFP1. HEK293-RXFP1, relaxin-stimulated cAMP HTRF, 30 min; hits give low values. AID 1259400, 2018. actives 0.59% (n = 350,000). activity change, negative = inhibition, % at 57.5 µM. Relaxin receptor 1 (Homo sapiens), Q9HBX9;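 active = activity change of -60% or lower, but not beyond a set lower limit; inconclusive = change between -60% and -40%, or beyond the set limit; inactive = change above -40%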; note: % is set by controls: 0 for no effect and ±100 for the full control effect
# TRHR agonist: qHTS for Small Molecule Agonists and Allosteric Enhancers of Human TRH Receptor: Primary Screen for Agonists; actives 0.18% (n = 360,000); TRHR cells, calcium flux fluo-8, FDSS agonist mode; Thyrotropin-releasing hormone receptor (Homo sapiens), P34981; activation, % at 2 µM; note: 0% is about no effect
# Target sequence (P34981 whole entry, looked up): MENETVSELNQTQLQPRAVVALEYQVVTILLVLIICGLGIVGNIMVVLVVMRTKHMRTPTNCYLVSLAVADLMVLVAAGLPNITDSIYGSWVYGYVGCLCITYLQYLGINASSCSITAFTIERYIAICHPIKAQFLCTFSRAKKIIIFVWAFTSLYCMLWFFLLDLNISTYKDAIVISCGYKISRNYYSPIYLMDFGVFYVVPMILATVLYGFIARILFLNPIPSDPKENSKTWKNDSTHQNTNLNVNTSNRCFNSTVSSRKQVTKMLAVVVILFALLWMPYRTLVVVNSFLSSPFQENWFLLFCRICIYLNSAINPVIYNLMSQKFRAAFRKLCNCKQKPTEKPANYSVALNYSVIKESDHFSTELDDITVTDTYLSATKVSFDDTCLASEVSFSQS
#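 TRHR-expressing cells, plated overnight in medium with 10% serum, were loaded with fluo-8 calcium dye at room temperature. After a 10 s baseline, library compound was pin-added and calcium release was recorded kinetically (ex 480/em 530) as agonist response.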
# D1 antagonist: Antagonist of Human D 1 Dopamine Receptor: qHTS; D(1A) dopamine receptor (Homo sapiens), P21728; HEK293 TREx D1 cells, calcium flux, dopamine EC80; hits give low values; activity change, negative = inhibition, % at 10 µM; actives 3.2% (n = 360,000); AID 504652, 2011; in the data active = activity change below about -30%; note: % is set by controls: 0 for no effect and ±100 for the full control effect
#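 Compound effects on dopamine-evoked calcium signalling were measured in tetracycline-induced HEK293 Trex D1 cells. Dopamine at EC80 followed a 180 s compound pre-read, and fluorescence was tracked kinetically for 180 s more.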
# TRHR enhancer: qHTS for Small Molecule Agonists and Allosteric Enhancers of Human TRH Receptor: Primary Screen for Enhancers | actives 0.66% (n = 360,000) | enhancement, % at 2 µM | TRHR cells, fluo-8 calcium fluorescence, EC20 TRH enhancement | Thyrotropin-releasing hormone receptor (Homo sapiens), P34981; in the data active = enhancement above about 30%; note: 0% is about no effect
#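 TRHR-expressing cells loaded with fluo-8 calcium dye were read kinetically (ex 480/em 530) during compound addition, then stimulated with an EC20 of TRH (10 nM final). Enhancement of the Gq-mediated intracellular calcium response was scored.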
# D1 potentiator: Potentiators of Human D1 Dopamine Receptor: qHTS; actives 0.036% (n = 360,000); AID 504651, 2011; HEK293 TREx D1 cells, calcium flux, dopamine EC20 potentiation; D(1A) dopamine receptor (Homo sapiens), P21728; potentiation, % at 10 µM; in the data active = potentiation above about 30%; note: 0% is about no effect
# Active calls of the source: *; ? = inconclusive; nt = not tested or not shown. Cut-off read from the data, not from the text of the source, unless noted: active = activation above about 30%; inactive = the rest. Compounds were not picked by outcome. Share with any hit: about 7.3%.
SMILES,D2 PAM,D2 agonist,D1 agonist,D2 antag,RXFP1 antagonist,TRHR agonist,D1 antagonist,TRHR enhancer,D1 potentiator
CC(C)c1ccc(NC(=O)Cn2ncc3ccccc32)cc1,-11,-0.6,6,32*,2,0.1,-8,-1,-4
Cc1ccc(N2CC(NC(=O)c3ccc(Br)o3)CC2=O)cc1C (stereo not drawn),-9,1.0,6,nt,-2,0.6,nt,0,-1
CCc1cccc(OCC(=O)Nc2ccc(C)c(S(=O)(=O)N3CCCCCC3)c2)c1,1,1.3,33*,31*,-21,3.2,-17,-16,3
COc1ccc2cc(C(=O)C3CCCN(C(=O)CSc4nnc(C)o4)C3)ccc2c1 (stereo not drawn),2,0.6,-1,5,-21,0.1,7,1,1
C=CC[C@@H]1Cc2c(Br)ccc(Br)c2[C@@H](CC=C)N1,3,6.1,1,-5,-6,-0.9,3,-16,0
Cc1ccc(NC(=O)CSCc2cc(=O)c3ccccc3[nH]2)c(C)c1,8,-0.1,-1,nt,0,-0.3,14,25,-1
COc1ccccc1-c1nc2n(n1)C(c1cccs1)C(C(=O)Nc1cccnc1)=C(C)N2 (stereo not drawn),11,0.8,1,-13,-2,0.0,-5,10,1
O=C(Nn1cnnc1)c1cc([N+](=O)[O-])cc([N+](=O)[O-])c1,-2,0.2,1,-13,3,0.2,13,2,-3
COc1ccc(-n2c(SCC(=O)NCc3cccs3)nc3[nH]ncc3c2=O)cc1,4,-0.1,5,3,-2,-0.2,5,0,-1
O=S(=O)(c1ccc(NC(=S)N/N=C/c2ccc(Oc3ccccc3)cc2)cc1)N1CCOCC1,-12,0.8,1,8,7,0.0,-11,-4,-3
CC(=O)Nc1ccc(OCC(O)Cn2c(C)nc3ccccc32)cc1 (stereo not drawn),23,0.8,3,-6,-7,-0.2,4,-8,-22
C[C@@H]1C[C@H](Nc2ccccc2)c2ccccc2N1C(=O)c1cccnc1,8,-2.3,1,20,1,-3.3,-4,3,-2
Cc1[nH]n(-c2ccccc2)c(=O)c1N=Nc1ccc2c(c1)OCCO2,-5,5.3,2,-22,4,-0.3,13,-2,-7
CCN(CC(=O)Nc1ccc2c(c1)OCCO2)Cc1cc(=O)oc2c(C)c(C)ccc12,10,0.4,-1,-6,6,-0.3,-11,-7,0
O=C1CC(c2ccccc2)CC(O)=C1C=NCCCN1CCOCC1 (stereo not drawn),5,0.1,2,-11,-7,0.6,-5,2,-1
C[C@H](NC(=O)C1CC(=O)N(c2ccc3c(c2)OCCO3)C1)C(=O)N1CCC(C(=O)O)CC1 (stereo partly drawn),1,1.1,4,15,12,-0.4,9,-2,4
Cc1ccc(Cn2c(CNS(=O)(=O)c3ccc(C(C)(C)C)cc3)nc3cccnc32)cc1,-5,0.5,2,nt,-17,-0.5,5,-3,-3
CSc1cnn(-c2ccccc2)c(=O)c1SC,1,-1.3,0,-8,?,-0.2,8,5,1
CCc1ccc(NC(=O)Cc2csc(COc3cccc(C)c3)n2)cc1,-3,-0.2,8,nt,-20,0.2,-11,-2,2
Cc1nnc(NC(=O)c2sc3ccccc3c2Cl)s1,nt,nt,3,nt,2,-1.3,-7,11,-2
COc1ccc(C(=O)O/N=C(/c2ccccc2)c2ccncc2)cc1OC,nt,nt,-1,nt,-4,-2.6,4,-6,-6
CCOC(=O)C1=C2c3ccc4ccccc4c3CC(C)(C)N2C(=O)C1=O,-10,-1.2,2,-7,-22,0.4,13,-9,-7
COc1ccc(N2CCN(C(CNC(=O)C(=O)NCc3ccncc3)c3ccco3)CC2)cc1 (stereo not drawn),2,-1.5,2,0,20,-0.1,-4,-7,-2
COc1ccc(Nc2nc(-c3c(C)nc4ncccn34)cs2)cc1,11,1.8,3,14,-1,-0.1,-2,-2,-3
CC(C)CCn1nnnc1C(c1ccccc1)N1CCC(C(N)=O)CC1 (stereo not drawn),0,1.1,1,-9,-1,-0.7,16,-4,-2

# Only D1 agonist and TRHR enhancer, for two of the compounds above:
compound | D1 agonist | TRHR enhancer
CCc1cccc(OCC(=O)Nc2ccc(C)c(S(=O)(=O)N3CCCCCC3)c2)c1 | 33* | -16
COc1ccc2cc(C(=O)C3CCCN(C(=O)CSc4nnc(C)o4)C3)ccc2c1 (stereo not drawn) | -1 | 1

# (cont.)
SMILES,D2 PAM,D2 agonist,D1 agonist,D2 antag,RXFP1 antagonist,TRHR agonist,D1 antagonist,TRHR enhancer,D1 potentiator
COc1cc(C(=O)Oc2ccccc2N)cc(OC)c1OC,-6,0.7,3,12,1,1.2,-6,2,0
CCCc1ccc(S(=O)(=O)NCCc2ccncc2)cc1,1,-2.1,8,11,2,-0.2,-25,0,-7
COc1ccc(-c2noc(-c3cc(C(C)C)[nH]n3)n2)cc1,2,0.3,0,nt,-15,1.7,9,5,3
Cc1cccc(CNC(=O)c2ccc(NC(=O)N3CCSc4ncccc43)cc2)c1,7,0.0,-1,nt,-7,-0.3,11,7,-2
c1cncc(CSc2ccc(-c3cccnc3)nn2)c1,3,1.4,-2,12,-24,2.3,20,-1,-4
Cc1ccc(OC(=O)C2c3ccccc3Oc3ccccc32)cc1C,nt,nt,32*,nt,-8,0.2,-12,3,-4
c1ccc(-n2cnc3cc(NCc4cccs4)ccc32)cc1,2,0.9,6,-9,-4,-0.2,-22,0,-3
Cc1ccc(N2C(=O)C(CC(=O)Nc3cccc(F)c3)N(C3CC3)C2=O)cc1 (stereo not drawn),16,0.1,2,-23,6,0.5,10,9,-3
O=C(Oc1ccc(Nc2ncnc3ccccc23)cc1)c1cccnc1,1,-0.7,-1,-4,4,1.4,-47*,-4,-3
O=C(Cn1c(=O)nc(-c2ccccc2)c2cc(Cl)ccc21)NCc1ccccc1,2,1.6,-1,nt,3,-0.2,7,-5,0
O=C(N1CCCCCC1)N1CCN(C(=O)N2CCCCC2)CC1,-3,0.5,3,-11,-1,0.2,0,2,-2
COc1ccc(OC)c(NC2=C(c3ccccc3)C(=O)c3ccccc32)c1,-6,-3.8,1,nt,3,0.2,-8,-12,-1
COc1ccc(C)cc1NC(=O)C1CCN(S(=O)(=O)c2c(C)noc2C)CC1,1,0.6,0,-12,-6,-0.3,4,1,-1
COc1ccccc1NC(=O)COC(=O)c1ccccc1OCC(=O)Nc1ccc(SC(F)F)cc1,12,1.6,7,-7,nt,0.7,-21,2,3
CC(C)CCNC(=O)NC(=O)COC(=O)/C=C/c1cnc2ccccc2n1,-2,-0.1,0,11,-10,-0.1,9,3,-4
COc1ccc(/C=C2/N=C(SC3CCOC3=O)N(c3cccc(OC)c3)C2=O)cc1 (stereo not drawn),2,-0.4,4,9,-1,-0.2,-14,-1,2
COc1cccc(N/C(SCc2ccccc2F)=C(/C#N)C(=O)NCc2cccs2)c1,5,2.4,34*,8,nt,2.1,-40*,-3,-3
COc1cc(NC(=O)CSc2nnc3ccccn23)cc(OC)c1,-6,0.0,3,-8,5,0.7,1,5,-5
NC(=O)CNc1n[nH]c(=S)[nH]c1=O,4,-0.1,2,13,5,-0.3,19,-4,-2
CC(C)c1ccc2[nH]c(O)c(N=NC(=O)c3cccc(S(=O)(=O)N4CCCCC4)c3)c2c1,13,-0.3,6,-6,nt,-0.7,-3,7,4
O=S(=O)(CCN1CCN(c2ccccn2)CC1)c1ccc(Cl)cc1Cl,-6,50*,6,12,17,-0.2,-5,-2,-1
CC1C/C(=N\NC(=S)NCc2ccccc2)CC(C)(C)C1 (stereo not drawn),-1,-2.3,6,19,-17,-0.9,-16,-7,-4
CCN(Cc1ccccc1)CC(O)COc1ccccc1 (stereo not drawn),6,-1.4,3,-8,-8,-0.9,14,-4,-8
CN(C)CC(CCCCC(CN(C)C)C(=O)c1ccccc1)C(=O)c1ccccc1 (stereo not drawn),-5,1.3,9,-12,-10,0.4,-8,0,-8
COc1ccc(C(=O)Nc2ccc(O)c3c(=O)cc(-c4cccc(Cl)c4)oc23)cc1,20,-2.5,2,-38,nt,-0.2,9,2,3
O=c1oc2ccccc2cc1-c1nc2c(s1)CCc1ccccc1-2,-10,-1.1,21,9,13,-1.0,3,11,-8
COC(=O)c1ccc(C(=O)OC)c(NC(=O)c2cnc3n(c2=O)CCS3)c1,-5,1.0,0,-7,-13,0.0,5,-2,-3
C#CCOCCOCCOCCNc1nc(N2CCOCC2)nc(N2CCN(C(=O)[C@H]([C@@H](C)O)n3cc(CCCCN)nn3)CC2)n1,4,-0.5,1,-24,nt,-0.5,1,13,-2
Cc1ccccc1CNCc1cccnc1,4,-0.1,0,-4,nt,0.4,nt,2,-1

# In the list so far, these contain a halogen.
SMILES,D2 PAM,D2 agonist,D1 agonist,D2 antag,RXFP1 antagonist,TRHR agonist,D1 antagonist,TRHR enhancer,D1 potentiator
Cc1ccc(N2CC(NC(=O)c3ccc(Br)o3)CC2=O)cc1C (stereo not drawn),-9,1.0,6,nt,-2,0.6,nt,0,-1
C=CC[C@@H]1Cc2c(Br)ccc(Br)c2[C@@H](CC=C)N1,3,6.1,1,-5,-6,-0.9,3,-16,0
Cc1nnc(NC(=O)c2sc3ccccc3c2Cl)s1,nt,nt,3,nt,2,-1.3,-7,11,-2
Cc1ccc(N2C(=O)C(CC(=O)Nc3cccc(F)c3)N(C3CC3)C2=O)cc1 (stereo not drawn),16,0.1,2,-23,6,0.5,10,9,-3
O=C(Cn1c(=O)nc(-c2ccccc2)c2cc(Cl)ccc21)NCc1ccccc1,2,1.6,-1,nt,3,-0.2,7,-5,0
COc1ccccc1NC(=O)COC(=O)c1ccccc1OCC(=O)Nc1ccc(SC(F)F)cc1,12,1.6,7,-7,nt,0.7,-21,2,3
COc1cccc(N/C(SCc2ccccc2F)=C(/C#N)C(=O)NCc2cccs2)c1,5,2.4,34*,8,nt,2.1,-40*,-3,-3
O=S(=O)(CCN1CCN(c2ccccn2)CC1)c1ccc(Cl)cc1Cl,-6,50*,6,12,17,-0.2,-5,-2,-1
COc1ccc(C(=O)Nc2ccc(O)c3c(=O)cc(-c4cccc(Cl)c4)oc23)cc1,20,-2.5,2,-38,nt,-0.2,9,2,3
